PfG6PD inh = PfG6PD (Plasmodium falciparum) enzyme inhibition; AID 504690; hit rate 0.78% among 350,000; PfGluPho enzyme, NADPH resazurin-diaphorase fluorescence; inhibition, % at 20 µM;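 active = inhibition reaching at least a set limit at 20 µM in the primary screen, cut at about 59% in these data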;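 note: 0% = DMSO wells with substrate and 100% = DMSO wells lacking glucose-6-phosphate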
SENP8 block-1 = inhibitors of human SENP8 protease. hit rate 0.64% among 360,000. Q96LD8. AID 602440. recombinant SENP8, Nedd8 substrate fluorescence. inhibition, % at 20 µM; in the data active = inhibition mostly above about 40%, no sharp cut-off; inactive = mostly below about 27%
Target sequence (Q96LD8 whole entry, looked up): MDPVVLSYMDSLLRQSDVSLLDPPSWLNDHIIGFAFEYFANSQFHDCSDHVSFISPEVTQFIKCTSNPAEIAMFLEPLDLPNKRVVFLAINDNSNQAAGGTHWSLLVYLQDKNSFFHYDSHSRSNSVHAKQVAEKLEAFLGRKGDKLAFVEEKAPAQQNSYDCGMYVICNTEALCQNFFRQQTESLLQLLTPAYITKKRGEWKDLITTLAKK
SENP6 inh = inhibitors of human SENP6 protease | Recombinant SENP6 catalytic domain, aminoluciferin luminescence | inhibition, % at 10 µM | hit rate 1.8% among 330,000 | AID 2599;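 active = inhibition above about 50% at the single tested dose, limit read from the data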;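 note: plate controls were DMSO wells with enzyme for no effect and DMSO wells lacking enzyme for full effect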
Target sequence (Q9GZR1 628-1112 limits assumed): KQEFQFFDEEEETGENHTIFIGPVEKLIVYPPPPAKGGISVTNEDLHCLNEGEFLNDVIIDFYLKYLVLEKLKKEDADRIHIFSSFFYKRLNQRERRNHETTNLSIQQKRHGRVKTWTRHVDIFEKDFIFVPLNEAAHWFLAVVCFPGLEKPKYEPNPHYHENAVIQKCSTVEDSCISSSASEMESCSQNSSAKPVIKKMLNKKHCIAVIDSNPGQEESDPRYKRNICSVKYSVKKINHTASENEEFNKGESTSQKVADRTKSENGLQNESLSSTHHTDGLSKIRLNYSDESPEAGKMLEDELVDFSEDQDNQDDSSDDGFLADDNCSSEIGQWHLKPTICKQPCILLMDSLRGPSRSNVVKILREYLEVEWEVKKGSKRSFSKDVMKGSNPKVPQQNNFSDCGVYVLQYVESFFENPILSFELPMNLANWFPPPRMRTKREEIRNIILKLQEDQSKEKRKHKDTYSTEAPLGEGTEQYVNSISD
SENP1 FRET inh = SENP1 (human) catalytic domain inhibition; hit rate 0.21% among 360,000; AID 624204; recombinant SENP1 catalytic domain, CyPet-SUMO1-YPet FRET cleavage; inhibition, % at 10 µM; Q9P0U3;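 active = inhibition at least 30% at 10 µM, raw YFP signal under a set limit, fluorescence ratio 0.5 to 1.5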;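 note: 0% = enzyme with DMSO and 100% = no enzyme wells; some results filed as inactive read as strong as hits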
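Assay system: hSENP1 catalytic domain, recombinant. Amount: SENP1 enzyme, 20 pM final. Schedule: 50 min reaction, RT, dark. Technique: FRET, CFP and YFP emission. Control set: no-enzyme wells low, DMSO-plus-enzyme wells high control.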
SENP8 block-2 = SENP8 protease inhibition; purified SENP8, Z-RLRGG-aminoluciferin cleavage, luminescence; inhibition, % at 10 µM; hit rate 1.2% among 330,000; AID 2540; in the data active = inhibition above about 50%
HKDC1 inh = blocks human hexokinase HKDC1 activity; recombinant HKDC1, G6PDH/diaphorase resazurin coupled fluorescence; hit rate 0.16% among 340,000; inhibition, % at 20 µM; AID 493160; Q2TB90;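 active = inhibition above about 35% when tested at 20 µM, limit read from the data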;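 note: plate controls were DMSO wells with enzyme for no effect and DMSO wells lacking enzyme for full effect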
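Test system: HK5 enzyme. Quantity: 5 µg/mL HK5 final. Reagent: glucose and ATP substrates. Schedule: 90 min reaction incubation at room temperature, dark. Technique: resazurin-to-resorufin fluorescence via G6PDH and diaphorase coupling, 525/613 nm. Control set: DMSO wells with and without enzyme mix.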
SENP7 inh = SENP7 protease inhibition; Q9BQF6; recombinant SENP7, Z-RLRGG-aminoluciferin luminescence, 40 min; inhibition, % at 5 µM; hit rate 1.5% among 330,000; AID 434973;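 active = inhibition above about 50% at the single test dose, limit read from the data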;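 note: plate controls were DMSO with enzyme for no effect and no enzyme buffer wells for full effect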
UBC13 polyUb = inhibitors of human UBC13 polyubiquitin chain formation; TR-FRET; inhibition, % at 20 µM; hit rate 0.47% among 330,000; in the data active = inhibition above about 45%, passing the limit was not always enough
Target sequence (P61088 whole entry, looked up): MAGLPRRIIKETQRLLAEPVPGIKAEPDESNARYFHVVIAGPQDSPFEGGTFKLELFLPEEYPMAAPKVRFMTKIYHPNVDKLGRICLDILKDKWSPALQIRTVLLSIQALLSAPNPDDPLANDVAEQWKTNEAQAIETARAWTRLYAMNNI
MIN6 prolif = induces beta-cell replication in MIN6 cells | proliferation, % at 10 µM | hit rate 0.29% among 330,000 | MIN6 cells proliferation, ATPlite luminescence, 48 h; cells starved in 0.2% serum; 100% = growth in 10% serum;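 active = compounds whose signal lies at least 3.5 SD above the mean of all wells on their plate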;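 note: 0% = DMSO-treated cells in low-serum medium and 100% = 10% serum control; some compounds called inactive have numbers as strong as hits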
An asterisk follows results filed as active; i = inactive; / = not tested or not shown.

1	COc1ccc(OC(=O)c2cccc([N+](=O)[O-])c2)c(C(=O)/C=C/c2cccs2)c1
2	NC(=O)C1CCN(c2nc(-c3cccs3)cs2)CC1
3	O=C(NCc1ccc(Cl)cc1)C1CCN(S(=O)(=O)c2ccc(N3CCCC3=O)cc2)CC1
4	O=C(CN1CCN(Cc2ccc3c(c2)OCO3)CC1)Nc1ccc2c(c1)OCCO2
5	O=C(CN1C(=O)C(=O)N(Cc2ccco2)C1=O)Nc1ccccc1
6	c1csc(-c2nc3ccccc3[nH]2)c1
7	COCCn1c(=O)c2ccccc2c2ccccc2c1=O
8	COc1ccc(CCNC(=O)c2cc(C(=O)c3cc(C)ccc3O)cn(CCc3ccc(OC)cc3)c2=O)cc1
9	Cc1cc(C(=O)CSc2nnc3c(Cl)cc(Cl)cn23)c(C)n1C
10	CC(C)(C)OC(=O)NCCCC[C@@H](C(=O)N1CCN(C(=O)OC(C)(C)C)CC1)n1cc(CCC(=O)O)nn1
entry no.,1,2,3,4,5,6,7,8,9,10
PfG6PD inh,15,73*,-5,-5,4,7,-3,8,-9,1
SENP8 block-1,11,-362,18,21,-8,i,2,4,19,17
SENP6 inh,-24,-9,2,/,-5,53*,16,-2,-7,-10
SENP1 FRET inh,3,1,5,2,-4,5,2,-23,1,2
SENP8 block-2,-6,-5,1,/,-14,3,0,0,-9,7
HKDC1 inh,10,2,-3,1,-3,1,-3,-6,5,0
SENP7 inh,8,-1,0,/,-11,39,0,7,17,3
UBC13 polyUb,-11,29,10,/,-11,7,1,-14,-3,3
MIN6 prolif,-2,4,-3,/,-3,-1,-4,0,-3,2

Three entries out of the list above, arranged by the number in HKDC1 inh, high to low:
#	Structure	PfG6PD inh	SENP6 inh	SENP1 FRET inh	SENP8 block-2	HKDC1 inh	SENP7 inh	UBC13 polyUb
2	NC(=O)C1CCN(c2nc(-c3cccs3)cs2)CC1	73*	-9	1	-5	2	-1	29
6	c1csc(-c2nc3ccccc3[nH]2)c1	7	53*	5	3	1	39	7
7	COCCn1c(=O)c2ccccc2c2ccccc2c1=O	-3	16	2	0	-3	0	1

(cont.)
11	Cc1ccc(C(=O)N2CCCC(C(F)(F)F)C2)cc1S(=O)(=O)N1CCOCC1 (stereo not drawn)
12	CSc1nnc(-c2cnccn2)n1C
13	CCOC(=O)c1ccc(N2CCOCC2)c(NC(=O)c2nccnc2C(=O)O)c1
14	O=C(CCc1ccccc1)Nc1ccc(F)c([N+](=O)[O-])c1
15	COc1cc(-c2nc(-c3cccnc3)no2)cc(OC)c1OC
16	CCOC(=O)c1c(NC(=O)COC(=O)c2ccc([N+](=O)[O-])cc2)sc(C(=O)N(C)C)c1C
17	COc1ccc(OC)c(/C=C/C(=O)N2CCN(S(=O)(=O)c3ccc(C)cc3C)CC2)c1
18	COC(=O)C1CCN(c2ccc([N+](=O)[O-])cc2[N+](=O)[O-])CC1
19	Cc1ccc(NC(=O)CSC2=NCCN2)cc1
20	Cc1onc(-c2ccccc2Cl)c1C(=O)N1CCC(C)CC1
entry no.,11,12,13,14,15,16,17,18,19,20
PfG6PD inh,-9,-7,-5,10,14,-2,-4,0,-15,8
SENP8 block-1,8,8,-3,6,-21,9,i,22,5,8
SENP6 inh,-4,-15,-15,-11,3,-5,7,11,-6,-15
SENP1 FRET inh,2,2,3,0,0,3,-34,-1,-1,-1
SENP8 block-2,1,-5,2,-6,-3,-9,-11,-3,-9,5
HKDC1 inh,-7,-2,0,-8,-8,3,2,-5,-12,-6
SENP7 inh,3,-9,3,0,2,-4,-6,-1,-5,-3
UBC13 polyUb,6,6,-9,-3,-9,-3,19,3,-13,5
MIN6 prolif,-2,0,-2,1,0,3,-1,-3,-5,1

21	CC(=O)NN1C(=O)c2ccccc2NC1c1ccc(N(C)C)cc1 (stereo not drawn)
22	Cc1ccc2nc(-c3ccc(NC(=O)CNC4CC4)cc3)sc2c1
23	c1ccc(-c2ccccc2OCCCCn2ccnc2)cc1
24	O=C(COC(=O)Cn1nnc(-c2ccccc2)n1)Nc1ccccc1Br
25	COc1ccc(Oc2coc3cc(OC(=O)c4cccs4)ccc3c2=O)cc1
26	C=CCn1c(O)c(N=NC(=O)CNC(=O)Cc2ccccc2)c2ccccc21
27	COc1ccc(-c2nc(N3CCCC3)[nH]c(=O)c2C#N)cc1
28	Cn1nc(C(F)(F)F)c(-c2ccccc2)c1NC(=O)CSCC(=O)O
29	CCc1ccccc1NC(=O)NNC(=O)CCc1ccccc1
30	O=C(COc1cccnc1[N+](=O)[O-])Nc1cccc(S(=O)(=O)N2CCCCC2)c1
entry no.,21,22,23,24,25,26,27,28,29,30
PfG6PD inh,-13,-17,5,4,-8,-15,0,0,1,-4
SENP8 block-1,-29,-446,14,0,-112,11,-3,-6,-4,11
SENP6 inh,-8,/,8,1,-31,13,-3,-11,0,-14
SENP1 FRET inh,2,-53,3,6,-1,4,-8,2,0,1
SENP8 block-2,-3,/,-5,-2,-7,12,4,-8,6,-6
HKDC1 inh,-2,20,-4,-5,4,-5,1,-5,-4,0
SENP7 inh,2,/,7,3,-19,3,2,5,4,1
UBC13 polyUb,-3,/,6,1,6,-8,10,5,2,-2
MIN6 prolif,-2,/,-3,1,-3,3,-1,1,-3,0

31	CCN(Cc1cc2cc(C)ccc2[nH]c1=O)C(=O)c1cccc([N+](=O)[O-])c1
32	CC(C)(C)NC(=O)C[C@H]1C[C@H](C(=O)N2CCCCC2)[C@@]2(CCc3ccccc3)c3[nH]c4cc(-c5ccco5)ccc4c3CCN2C1=O
33	Nc1nonc1-c1noc(CCCN2C(=O)c3ccccc3C2=O)n1
34	CCC(C)C(NC(=O)OCc1ccccc1)C(=O)NC(Cc1ccc(O)cc1)C(=O)OC (stereo not drawn)
35	CCS(=O)(=O)c1nc(S(=O)(=O)c2ccc(Cl)cc2)c(N2CCC(O)CC2)s1
36	COc1ccc(C2OCC(C)([N+](=O)[O-])CO2)cc1 (stereo not drawn)
37	CN(C)c1cccc(C(=O)N/N=C/c2ccoc2)c1
38	COc1ccc2nc3oc(C(=O)N4CCN(c5cccc(Cl)c5)CC4)cc3cc2c1
39	COc1ccc(S(=O)(=O)N2CCC(C(=O)N3CCN(C)CC3)CC2)cc1OC
40	Cc1ccc(S(=O)(=O)N(CCO)Cc2cc3ccc(C)c(C)c3[nH]c2=O)cc1
entry no.,31,32,33,34,35,36,37,38,39,40
PfG6PD inh,-17,5,-2,-7,-2,-3,14,8,0,14
SENP8 block-1,3,-370,18,10,11,13,-78,-117,-6,-57
SENP6 inh,5,/,-16,-6,-4,/,-17,4,4,6
SENP1 FRET inh,0,-48,0,1,-1,3,0,2,-3,2
SENP8 block-2,4,/,0,-5,-9,/,5,8,0,1
HKDC1 inh,1,-3,-4,-1,-4,-8,0,5,-1,-6
SENP7 inh,-1,5,-1,13,-6,/,2,-3,-6,7
UBC13 polyUb,-2,/,7,-2,-7,/,-6,11,4,-1
MIN6 prolif,-4,/,-2,-2,-4,/,0,-3,-1,-1

41	O=C(O)C(O)C(O)c1nc2ccccc2[nH]1 (stereo not drawn)
42	CC(C)c1ccc(NC(=O)NC2CCN(CC(=O)Nc3cccc4ccccc34)CC2)cc1
43	COc1ccc(CCNC(=O)CCC(=O)N2CCOc3ccc(C)cc32)cc1OC
44	CCOC(=O)Cc1csc(NS(C)(=O)=O)n1
45	NC(=O)c1cc2cc([N+](=O)[O-])ccc2oc1=O
46	O=C(NCCO)C(=O)NCC1OCCCN1S(=O)(=O)c1cccs1 (stereo not drawn)
47	COc1ccc(-c2cc(C(F)(F)F)nc(NCc3cccs3)n2)cc1
48	CCc1ccc(C2C3=C(CC(C)(C)CC3=O)Nc3c2c(=O)[nH]c2nc(C)nn32)cc1 (stereo not drawn)
49	CCc1c(C)c2ccc(OCC(N)=O)cc2oc1=O
50	Cc1ccc2oc(C(=O)Nc3nonc3C)c(C)c2c1
entry no.,41,42,43,44,45,46,47,48,49,50
PfG6PD inh,-11,-5,-7,-19,-10,-13,3,-14,-4,-14
SENP8 block-1,15,-4,17,1,20,23,-388,-298,-255,2
SENP6 inh,-10,-11,0,-4,-20,-12,-7,16,15,-3
SENP1 FRET inh,0,2,1,2,0,0,1,-30,0,1
SENP8 block-2,-4,-11,2,-8,-1,-5,-1,-4,1,-7
HKDC1 inh,-9,0,-5,-6,-3,11,0,-2,-4,-8
SENP7 inh,9,-4,-3,-8,-7,9,-3,-11,7,12
UBC13 polyUb,-3,0,3,-8,-16,17,14,2,2,0
MIN6 prolif,-4,-6,6,-4,0,-2,0,-4,-1,2

Arranged by number of heavy atoms (rising): 6 of the compounds above.
44	CCOC(=O)Cc1csc(NS(C)(=O)=O)n1
45	NC(=O)c1cc2cc([N+](=O)[O-])ccc2oc1=O
50	Cc1ccc2oc(C(=O)Nc3nonc3C)c(C)c2c1
46	O=C(NCCO)C(=O)NCC1OCCCN1S(=O)(=O)c1cccs1 (stereo not drawn)
43	COc1ccc(CCNC(=O)CCC(=O)N2CCOc3ccc(C)cc32)cc1OC
42	CC(C)c1ccc(NC(=O)NC2CCN(CC(=O)Nc3cccc4ccccc34)CC2)cc1
entry no.,44,45,50,46,43,42
PfG6PD inh,-19,-10,-14,-13,-7,-5
SENP8 block-1,1,20,2,23,17,-4
SENP6 inh,-4,-20,-3,-12,0,-11
SENP1 FRET inh,2,0,1,0,1,2
SENP8 block-2,-8,-1,-7,-5,2,-11
HKDC1 inh,-6,-3,-8,11,-5,0
SENP7 inh,-8,-7,12,9,-3,-4
UBC13 polyUb,-8,-16,0,17,3,0
MIN6 prolif,-4,0,2,-2,6,-6

Looked up above:
In SENP1 FRET inh, CC(C)c1ccc(NC(=O)NC2CCN(CC(=O)Nc3cccc4ccccc34)CC2)cc1 reads 2
In SENP6 inh, COc1ccc(-c2nc(N3CCCC3)[nH]c(=O)c2C#N)cc1 reads -3

(list continues)
51	Cc1cc(C)n2nc(SCC(=O)Nc3ccccc3C)nc2n1
52	Cc1nc2c(cnn2-c2ccccc2)c(=O)[nH]1
53	Cc1[nH]nc2c1C(c1c[nH]c3ccccc13)C(C#N)=C(N)O2 (stereo not drawn)
54	CSc1ccc(C2=CC(=O)C[C@H](c3ccc(F)cc3)C2)cc1
55	COCCNCC1C(Oc2ccc(Cl)cc2)C(=O)N1c1ccccc1C (stereo not drawn)
56	CCCCCCCCCCCC(=O)N/N=C/c1ccco1
57	COc1cc2c(cc1OC)C(C(=O)O)C(c1cc(Br)c(O)c(OC)c1)N(C)C2=O (stereo not drawn)
58	COc1ccc(-c2nc(CSCC(=O)N3CCN(c4cccc(C)c4)C(C)C3)c(C)o2)cc1OC (stereo not drawn)
entry no.,51,52,53,54,55,56,57,58
PfG6PD inh,4,13,4,6,-16,7,-2,22
SENP8 block-1,-6,-7,19,i,14,4,20,5
SENP6 inh,-14,8,4,-8,-14,-3,-17,-4
SENP1 FRET inh,2,-1,-6,-11,2,0,1,1
SENP8 block-2,9,3,4,2,-14,-11,-2,-2
HKDC1 inh,-6,-11,0,7,-3,0,-2,4
SENP7 inh,1,-3,-1,5,-2,-5,7,2
UBC13 polyUb,9,11,-10,33,-5,-3,0,5
MIN6 prolif,0,-2,-2,-6,3,-5,0,-2

Screens (PubChem)
